Screening results deposited in PubChem BioAssay by Sanford-Burnham Center for Chemical Genomics.
HKDC1 inhibitor: inhibitors of human hexokinase HKDC1. Q2TB90. recombinant HKDC1, G6PDH/diaphorase resazurin coupled fluorescence. inhibition, % at 20 µM. 340,000 tested, 0.16% active;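 active = inhibition above about 35% when tested at 20 µM, limit read from the data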;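 also: plate controls were DMSO wells with enzyme for no effect and DMSO wells lacking enzyme for full effect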
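Test system: HK5 enzyme. Quantity: 5 µg/mL HK5 final. Reagent: glucose and ATP substrates. Schedule: 90 min reaction incubation at room temperature, dark. Technique: resazurin-to-resorufin fluorescence via G6PDH and diaphorase coupling, 525/613 nm. Control set: DMSO wells with and without enzyme mix.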
NALP3 yeast inh: blocks the NALP3 inflammasome reconstituted in yeast; Yeast reconstituted NLRP3/ASC/caspase-1, beta-gal luminescence, 24 h; inhibition, % at 10 µM; 330,000 tested, 0.39% active;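 active = inhibition of 50% or more; inactive = inhibition below 50%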;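 also: plate controls were induced DMSO wells for no effect and uninduced yeast grown without galactose for full effect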
SENP7 inh: blocks the human protease SENP7. recombinant SENP7, Z-RLRGG-aminoluciferin luminescence, 40 min. AID 434973. 330,000 tested, 1.5% active. inhibition, % at 5 µM;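 active = inhibition above about 50% at the single test dose, limit read from the data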;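 also: plate controls were DMSO with enzyme for no effect and no enzyme buffer wells for full effect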
Target sequence (Q9BQF6 706-1050 limits assumed): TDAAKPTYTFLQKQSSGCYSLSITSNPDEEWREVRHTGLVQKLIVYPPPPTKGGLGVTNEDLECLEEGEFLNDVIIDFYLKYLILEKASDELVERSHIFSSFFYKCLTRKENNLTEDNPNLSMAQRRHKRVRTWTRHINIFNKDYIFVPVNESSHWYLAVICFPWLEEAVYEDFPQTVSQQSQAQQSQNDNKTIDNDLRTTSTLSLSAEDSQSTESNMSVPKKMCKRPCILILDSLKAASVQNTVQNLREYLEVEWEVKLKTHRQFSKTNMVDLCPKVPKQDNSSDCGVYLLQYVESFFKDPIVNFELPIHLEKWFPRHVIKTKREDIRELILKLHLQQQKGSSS
Apaf1 inhib: inhibitors of human Apaf-1 apoptosome; O14727; reconstituted apoptosome caspase-3 activity, DEVD-Rh110 fluorescence; inhibition, % at 20 µM; 330,000 tested, 0.71% active; active = inhibition of at least 40% at 20 µM;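 also: plate controls were DMSO wells for no effect and DEVD-CHO caspase inhibitor wells for full effect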
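System: Apoptosome proteins | Medium: Hepes pH 7.5 with detergent and BSA | Also added: Cytochrome c trigger plus (Z-DEVD)2-Rh110 caspase-3 substrate | Incubation: 30 min compound preincubation, 50 min activation, room temperature | Detection: Rhodamine 110 fluorescence at Ex 480/Em 540 nm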
SENP8 block-1: SENP8 protease inhibition. inhibition, % at 10 µM. 330,000 tested, 1.2% active. AID 2540. Q96LD8. purified SENP8, Z-RLRGG-aminoluciferin cleavage, luminescence; in the data active = inhibition above about 50%
Target sequence (Q96LD8 whole entry, looked up): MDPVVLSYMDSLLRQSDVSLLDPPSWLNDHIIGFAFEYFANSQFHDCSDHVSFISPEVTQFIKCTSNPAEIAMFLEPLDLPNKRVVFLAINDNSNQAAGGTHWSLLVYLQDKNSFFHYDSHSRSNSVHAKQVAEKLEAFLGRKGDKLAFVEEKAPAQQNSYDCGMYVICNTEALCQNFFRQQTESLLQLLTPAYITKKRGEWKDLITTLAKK
SENP1 FRET inh: SENP1 (human) catalytic domain inhibition; inhibition, % at 10 µM; recombinant SENP1 catalytic domain, CyPet-SUMO1-YPet FRET cleavage; AID 624204; Q9P0U3; 360,000 tested, 0.21% active;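 active = inhibition at least 30% at 10 µM, raw YFP signal under a set limit, fluorescence ratio 0.5 to 1.5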;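 also: 0% = enzyme with DMSO and 100% = no enzyme wells; some results filed as inactive read as strong as hits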
Target sequence (Q9P0U3 419-644 limits assumed): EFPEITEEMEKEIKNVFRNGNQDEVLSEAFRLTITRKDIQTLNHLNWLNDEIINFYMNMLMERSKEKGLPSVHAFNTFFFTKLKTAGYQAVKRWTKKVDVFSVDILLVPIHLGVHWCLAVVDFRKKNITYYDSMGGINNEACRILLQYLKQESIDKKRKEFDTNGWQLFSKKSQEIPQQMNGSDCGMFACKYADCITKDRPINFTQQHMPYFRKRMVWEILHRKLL
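Compound: 10 µM single point, 0.5% DMSO; Test system: hSENP1 catalytic domain, recombinant; Timing: 50 min reaction at room temperature; Technique: FRET, CFP and YFP emission; Control set: no-enzyme wells low, DMSO-plus-enzyme wells high control.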
PfG6PD inh: PfG6PD (Plasmodium falciparum) enzyme inhibition. PfGluPho enzyme, NADPH resazurin-diaphorase fluorescence. inhibition, % at 20 µM. 350,000 tested, 0.78% active;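 active = inhibition reaching at least a set limit at 20 µM in the primary screen, cut at about 59% in these data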;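 also: 0% = DMSO wells with substrate and 100% = DMSO wells lacking glucose-6-phosphate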
SENP8 block-2: SENP8 (human) protease inhibition; Q96LD8; recombinant SENP8, Nedd8 substrate fluorescence; inhibition, % at 20 µM; 360,000 tested, 0.64% active; AID 602440; in the data active = inhibition mostly above about 40%, no sharp cut-off; inactive = mostly below about 27%
SENP6 inh: blocks the human protease SENP6. Recombinant SENP6 catalytic domain, aminoluciferin luminescence. inhibition, % at 10 µM. 330,000 tested, 1.8% active;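 active = inhibition above about 50% at the single tested dose, limit read from the data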;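 also: plate controls were DMSO wells with enzyme for no effect and DMSO wells lacking enzyme for full effect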
An asterisk follows results filed as active; i = inactive; x = not tested or not shown.

SMILES	HKDC1 inhibitor	NALP3 yeast inh	SENP7 inh	Apaf1 inhib	SENP8 block-1	SENP1 FRET inh	PfG6PD inh	SENP8 block-2	SENP6 inh
NNC(=O)CCN1CCN(C(c2ccccc2)c2ccccc2)CC1	10	14	1	6	-7	1	-23	14	-29
COc1ccccc1C(=O)NC1CC(C)(C)NC(C)(C)C1	-4	5	10	-19	0	1	-12	20	0
CN1CCC[C@H]1CCNC(=O)c1c(-c2ccsc2)sc2ccccc12	-6	4	-6	7	0	-3	-6	-2	-7
O=C(Cc1nc(-c2cnccn2)no1)NNC(=O)Nc1ccccc1	-3	1	0	-2	-4	-2	-3	20	-12
CCn1c(SCc2ccccc2)nc2c(c1=O)SCC2	4	15	-2	-5	0	-1	-15	7	-10
CCOC(=O)C1(O)CC(C)=NN1C(=O)c1cccc(Cl)c1 (stereo not given)	-10	27	0	-6	-3	1	-9	12	-2
CCN(Cc1ccc2c(c1)OCCO2)C(=O)CN1C(=O)NC2(CCCCC2)C1=O	-3	11	9	-3	7	-1	-8	4	-13
CCn1c(SCC(=O)Nc2ccc3c(c2)OCO3)nc2c(c1=O)SC(C)C2 (stereo not given)	3	16	-11	3	5	-3	17	2	-6
COc1ccc(C2/C=C\CN(S(=O)(=O)c3cccc4cccnc34)CC(=O)N2Cc2ccc(F)cc2)cc1 (stereo not given)	-2	5	-6	14	0	2	-6	23	-11
CCCN(CCC)C(=O)C1CC(=O)OC12CCOC(C)(C)C2 (stereo not given)	0	4	-4	-6	-2	2	-8	14	-1
Cn1c(SCc2nnc3n2CCCCC3)nc2ccccc21	-7	8	-1	1	10	1	11	3	-4
C[C@@]12C(=O)Nc3cc(F)ccc3C(=O)N1[C@H]1c3cc(Br)ccc3OC[C@@H]1[C@@H]2c1ccccc1	-3	10	-1	15	6	0	2	2	-5
C=CCn1cc(C(=O)NCCCOCC)c(=O)c2cc(S(=O)(=O)N(CC)CC)ccc21	-6	-11	6	7	0	2	0	7	-1
Cc1cc2[nH]c(=O)c(=O)[nH]c2cc1S(=O)(=O)NCc1ccccc1	-4	-5	0	-5	-8	0	4	-406	4
Nc1n[nH]c(CCCO)n1	6	12	-5	3	-2	1	9	18	2
O=C(CSc1nncs1)Nc1ccc2[nH]c(=O)[nH]c2c1	3	19	-1	-6	-8	0	50	6	-14
COc1ccc(C(=O)NCc2ccccn2)cc1[N+](=O)[O-]	-2	-1	11	-27	3	1	-3	10	19
CCOC(=O)N1C(=O)C2(CCCCC2)N(c2ccccc2Cl)C1=S	-1	64*	5	13	4	4	20	6	10
Oc1ccccc1-c1nc(NCC2CCCO2)c2ccccc2n1 (stereo not given)	3	17	1	13	0	0	7	-2	11
COc1ccc(CCNC(=O)CN2c3cccc4cccc(c34)S2(=O)=O)cc1	1	15	5	12	11	1	5	i	-10
CN1/C(=C\C(=O)COC(=O)CN2C(=O)C3CC=CCC3C2=O)C(C)(C)c2ccccc21 (stereo not given)	-1	8	-13	21	-6	-6	0	-301	-16
COc1ccc(S(=O)(=O)N2CCCOC2CNC(=O)C(=O)NCCc2ccco2)cc1OC (stereo not given)	-3	3	1	-3	3	-4	-8	10	2
O=S(=O)(Nc1cccc(CO)c1)c1cccs1	1	8	-4	-6	-8	2	3	26	-27
CC(C(=O)OCC(=O)NC1CCCCC1)N1C(=O)c2ccccc2C1=O (stereo not given)	1	28	6	-2	-7	2	-7	-1	-11
O=C(Cc1cccc(C(F)(F)F)c1)NCc1cccnc1	-4	11	3	-1	5	-1	11	1	-1
CCOCCCNC(=O)/C(C#N)=C/c1ccc(Cl)c([N+](=O)[O-])c1	-2	-3	-13	20	-9	2	25	3	-2
COC(=O)c1c([N+](=O)[O-])c(OC)c(OC)c(OC)c1[N+](=O)[O-]	-2	20	1	-7	7	0	-4	10	1
CC(=O)c1ccc(N2CCN(S(=O)(=O)c3ccc(-c4cc(C)no4)s3)CC2)cc1	-4	13	-6	10	4	-1	1	-10	26
CC(C)(O)C#Cc1ccc(C(=O)N2CCN(c3ccc(Cl)cc3)CC2)cc1	17	8	2	-6	4	-1	9	11	13
Nc1nc(-c2nonc2N)no1	-2	11	-2	3	3	-1	-9	-1	-10

Continued, starting with the last two of the part before.
SMILES	HKDC1 inhibitor	NALP3 yeast inh	SENP7 inh	Apaf1 inhib	SENP8 block-1	SENP1 FRET inh	PfG6PD inh	SENP8 block-2	SENP6 inh
CC(C)(O)C#Cc1ccc(C(=O)N2CCN(c3ccc(Cl)cc3)CC2)cc1	17	8	2	-6	4	-1	9	11	13
Nc1nc(-c2nonc2N)no1	-2	11	-2	3	3	-1	-9	-1	-10
O=C(NCC(c1ccco1)N1CCCCC1)c1cnc(Cl)c(Cl)c1 (stereo not given)	2	16	-7	-6	-2	-2	-13	6	13
COc1ccc(NS(=O)(=O)c2cccc(C(=O)N3CCN(Cc4ccc5c(c4)OCO5)CC3)c2)cc1	-2	15	-2	2	6	2	-3	6	-3
COc1ccc(C(=O)NC2CC3CCCC(C2)N3Cc2ccccc2)c(OC)c1 (stereo not given)	0	12	-6	3	4	1	-3	-63	2
Cc1ccsc1C(=O)OCC(=O)NCCC1=CCCCC1	-4	14	3	0	-9	-1	6	21	0
COc1ccc(OCC(=O)Nc2ccccc2N2CCCCC2)cc1	0	25	1	15	1	0	9	4	4
O=C(CCCn1c(=S)[nH]c2cc3c(cc2c1=O)OCO3)N1CCc2ccccc2C1	2	17	9	15	6	0	-4	4	3
CN1CCN(C(=O)c2cc(S(=O)(=O)Nc3ccccc3F)c(Cl)cc2Cl)CC1	-5	1	8	0	-4	1	-19	-1	-5
C=CCn1c(=NC(=O)CN2C(=O)CCC2=O)sc2cccc(OC)c21	-3	11	14	1	0	-5	41	-79	-15
Cn1c(=O)c2c(nc(SCCN3CCOCC3)n2Cc2cccc3ccccc23)n(C)c1=O	-4	10	0	13	-9	3	40	3	-31
CC1=C(C(=O)Nc2ccccc2C)C2(CCCC2)C(C(N)=O)C(=O)N1 (stereo not given)	-4	-6	-11	-18	0	2	1	13	-8
COc1ccc(NC(=O)CCSc2ccc(C)cc2)cc1	-2	34	6	13	-13	0	-9	29	-4
Brc1c(CSc2nc3ccccc3s2)nc2ncccn12	-2	19	7	-2	2	-4	29	-346	35
CCC1CCCCN1C(=O)CSc1nnc(CNC(=O)COc2ccc(Cl)cc2)o1 (stereo not given)	0	-17	-10	11	-4	1	6	23	-20
CCOC(=O)Cc1cc(=O)n2[nH]c(C)c(-c3ccc(Cl)cc3)c2n1	-4	-12	-6	-1	-4	-4	-14	-312	-8
Cc1ccc2nc(CSc3nnc(-c4ccncc4)n3C)cc(=O)n2c1	5	-3	-6	-7	-2	-36	25	-134	-18

Complete entries as entered above:
COc1ccc(NS(=O)(=O)c2cccc(C(=O)N3CCN(Cc4ccc5c(c4)OCO5)CC3)c2)cc1 is listed with HKDC1 inhibitor: -2; NALP3 yeast inh: 15; SENP7 inh: -2; Apaf1 inhib: 2; SENP8 block-1: 6; SENP1 FRET inh: 2; PfG6PD inh: -3; SENP8 block-2: 6; SENP6 inh: -3
Brc1c(CSc2nc3ccccc3s2)nc2ncccn12 is listed with HKDC1 inhibitor: -2; NALP3 yeast inh: 19; SENP7 inh: 7; Apaf1 inhib: -2; SENP8 block-1: 2; SENP1 FRET inh: -4; PfG6PD inh: 29; SENP8 block-2: -346; SENP6 inh: 35
O=C(NCC(c1ccco1)N1CCCCC1)c1cnc(Cl)c(Cl)c1 (stereo not given) is listed with HKDC1 inhibitor: 2; NALP3 yeast inh: 16; SENP7 inh: -7; Apaf1 inhib: -6; SENP8 block-1: -2; SENP1 FRET inh: -2; PfG6PD inh: -13; SENP8 block-2: 6; SENP6 inh: 13

Following part
SMILES	HKDC1 inhibitor	NALP3 yeast inh	SENP7 inh	Apaf1 inhib	SENP8 block-1	SENP1 FRET inh	PfG6PD inh	SENP8 block-2	SENP6 inh
CN1C(=O)/C(=C/c2ccc(O)c([N+](=O)[O-])c2)N(C)C1=S	-2	20	83*	9	87*	1	0	26	91*
N#Cc1c(NC(=O)c2ccccc2)sc2c1CCCCC2	-4	30	56*	4	51*	-6	3	-39	74*
N#Cc1ccc(NC(=O)c2sc3cc(C(F)(F)F)cnc3c2-c2cccs2)cc1	-1	4	5	11	-4	-17	6	-313	-8
CCOc1ccc(CC(=NCCO)C2=C(O)CC(C)(C)CC2=O)cc1OCC	-6	14	5	-5	6	1	-10	7	-2
COc1cc(NC(=O)N[C@H](C(=O)O)C(C)C)cc(OC)c1	15	-2	-11	-1	-6	1	-18	1	-3
Cc1cc(-n2c(C)cc(C(=O)CSc3ncnc4ccccc34)c2C)no1	4	34	-4	8	-4	-30	48	-77	-4
O=[N+]([O-])c1ccc(Nc2ccc3ccccc3c2)nc1	11	-5	9	3	-16	3	23	12	-3
COC(=O)Cc1c[nH]c2cccc(OCC(O)CN(Cc3ccccc3)C(C)C)c12 (stereo not given)	5	18	-3	6	-6	-2	14	3	-26
CCCCNc1c(-c2cccc(-c3ccc(OC)cc3)c2)nc2ccc(C)cn12	1	26	2	23	-2	-89	54	-499	-13
CCc1ccc(NC(=O)CN(c2ccc(OC)cc2)S(=O)(=O)c2c(C)[nH]c(=O)[nH]c2=O)cc1	-3	11	-2	6	-2	3	-22	15	-1
CN(CC(=O)Nc1ccc(Cl)c(C(F)(F)F)c1)C(=O)CNC(=O)C1CCCCC1	0	8	1	11	-1	-1	-20	9	-25
Cc1cc(Cl)c(OCCCSc2nc(C)cc(=O)[nH]2)c(Br)c1	7	32	-1	23	1	1	-44	14	11
O=C(CSc1nnc(NC(=O)C2CC(=O)N(c3ccccc3)C2)s1)NCc1ccco1 (stereo not given)	0	7	-7	6	-2	1	-9	0	-11
CCC(=O)NC(NC(=S)Nc1cccc2cccnc12)C(Cl)(Cl)Cl (stereo not given)	-2	6	3	3	-9	-2	45	7	-11
Cc1ccc(C(c2sc3nc(C)nn3c2O)N2CCOCC2)cc1 (stereo not given)	1	0	9	9	-6	2	-15	22	-4
COCC(=O)Nc1cc(OC)c(Cl)cc1OC	-1	14	11	6	-5	0	-1	5	-10
O=C(CSc1nc2[nH]c(=O)cc(O)c2s1)Nc1ccc(Cl)c(C(F)(F)F)c1	-5	6	4	0	8	-13	-15	-15	-2
CC(C)C(OC(=O)CN1C(=O)COc2ccccc21)C(=O)NC1CCCC1 (stereo not given)	-10	14	-3	1	13	1	-2	12	0
CC1=C(c2ccc(Cl)cc2)[N+](=O)C(C)(C)N1[O-]	-2	12	6	-5	2	2	3	-1	13
O=c1[nH]c(=S)[nH]cc1S(=O)(=O)c1cccc(Cl)c1	-3	18	-9	-6	-8	-1	-14	10	-12
C=CCOc1ccccc1/C=C/C(=O)O	-3	7	-4	-1	-11	2	-19	4	-10
CN1CCN(CCCCOc2ccccc2-c2ccccc2)CC1	14	24	4	2	-8	1	6	16	-20
O=C(CSc1ncccc1C(=O)O)Nc1ccc2c(c1)OCCO2	-4	-4	-6	13	-16	4	-5	1	-40
Cc1ccccc1N1C(=O)c2ccccc2N2C(=O)c3ccccc3C12 (stereo not given)	-6	3	-6	6	9	1	-9	3	9
CC(C)Cn1cnc2c(N)nc3ccccc3c21	-1	x	x	x	x	0	-14	2	x
